Bioassay records: PubChem BioAssay, several laboratories
NR2E3 ag-1 = NR2E3 (human) agonism; inhibition of corepressor binding, % at 4.78 µM; 0.12% of 320,000 active; Q9Y5X4; GST-NR2E3/biotin-RetCOR TR-FRET, 1536-well; AID 2300;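 active = percent inhibition above the cutoff of mean plus 3 SD of all tested compounds, set per screening campaign, cut at about 20% in these data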;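 also: 0% = DMSO wells and 100% = biotin wells as full block of FRET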
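Material – GST-tagged NR2E3 plus biotinylated RetCOR corepressor · Quantity – NR2E3 fusion 1.35 nM · Times – 5 h incubation at 4 °C · Medium – pH 7.5 Tris-based buffer · Technique – TR-FRET, Eu(K)-anti-GST donor, streptavidin-D2 acceptor, ex 340, em 617/671 nm · Benchmarks – high control biotin, low control 0.6% DMSO · Format – 1536-well plates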
Shn3 inh set2 = reduces Shn3 3'UTR luciferase signal in osteoblasts. 0.52% of 360,000 active. Clone20 osteoblast Shn3 3'UTR firefly luciferase, 24 h. AID 588674. inhibition, % at 12.5 µM;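 active = mean inhibition of at least 75% with every replicate also reaching 75%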;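 also: 0% = median of neutral control wells and 100% = pilot-screen positive control compound; some compounds past the cut are filed as inactive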
Peg3 prom inh = inhibitors of Peg3 promoter. inhibition, % at 20 µM. 1.7% of 360,000 active. AID 588405. HeLa PEG-Prom luciferase reporter, luminescence, overnight;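 active = inhibition of at least 50% at 20 µM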
hiPSC survival = enhancers of human iPSC single-cell survival | hiPSC single-cell survival, ATPlite luminescence; 100% = ROCK inhibitor wells, 0% = DMSO | survival enhancement, % at 20 µM | 0.044% of 360,000 active | AID 602274; in the data active = survival enhancement above about 18%;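 also: cells exposed to compounds for 16 hours before the ATP read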
m5-HT2A agonist = activates the mouse 5-HT2A serotonin receptor. P35363. CHO-K1 mHTR2A beta-arrestin complementation, luminescence; percent of 30 µM serotonin response. activation, % at 7.6 µM. 0.66% of 360,000 active. AID 624169;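 active = activation above a run cutoff, the mean activation of all tested compounds plus 3 SD, cut at about 14% in these data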;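 also: 0% = plate median of compound wells and 100% = 30 µM serotonin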
Target sequence (P35363 whole entry, looked up): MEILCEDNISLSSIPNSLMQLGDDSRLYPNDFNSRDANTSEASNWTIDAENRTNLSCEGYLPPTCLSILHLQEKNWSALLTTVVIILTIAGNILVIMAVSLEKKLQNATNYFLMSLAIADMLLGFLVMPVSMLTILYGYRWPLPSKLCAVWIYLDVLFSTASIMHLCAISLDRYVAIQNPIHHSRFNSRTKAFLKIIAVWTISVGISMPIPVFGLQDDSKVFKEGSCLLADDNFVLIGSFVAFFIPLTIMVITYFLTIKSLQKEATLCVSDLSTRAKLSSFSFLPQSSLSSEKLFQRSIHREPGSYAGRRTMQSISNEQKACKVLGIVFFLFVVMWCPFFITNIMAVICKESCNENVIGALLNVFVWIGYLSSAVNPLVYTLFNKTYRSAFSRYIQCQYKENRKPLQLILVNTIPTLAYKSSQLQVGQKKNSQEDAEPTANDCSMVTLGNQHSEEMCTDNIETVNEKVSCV
H9c2 protect = myocardial damage modulation in H9c2 cells; protection from H2O2 cell death, % at 20 µM; 0.63% of 360,000 active; AID 588492; H9c2 cardiomyocytes, H2O2 injury protection, ATPLite, 2 h;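 active = compounds giving at least 50% protection of heart cells from peroxide-induced death in the single-dose screen, raw or plate-pattern-corrected value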;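 also: 0% = DMSO wells with peroxide and 100% = DMSO wells without peroxide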
PDI inh = inhibitors of human protein disulfide isomerase. inhibition, % at 10 µM. AID 588391. P07237. 0.052% of 350,000 active. PDI insulin aggregation turbidity, A650, 90 min;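 active = mean inhibition across replicates of 30% or more, whatever share of single replicates reach that level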;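 also: absorbance from insulin aggregation driven by PDI reduction with DTT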
Target sequence (P07237 whole entry, looked up): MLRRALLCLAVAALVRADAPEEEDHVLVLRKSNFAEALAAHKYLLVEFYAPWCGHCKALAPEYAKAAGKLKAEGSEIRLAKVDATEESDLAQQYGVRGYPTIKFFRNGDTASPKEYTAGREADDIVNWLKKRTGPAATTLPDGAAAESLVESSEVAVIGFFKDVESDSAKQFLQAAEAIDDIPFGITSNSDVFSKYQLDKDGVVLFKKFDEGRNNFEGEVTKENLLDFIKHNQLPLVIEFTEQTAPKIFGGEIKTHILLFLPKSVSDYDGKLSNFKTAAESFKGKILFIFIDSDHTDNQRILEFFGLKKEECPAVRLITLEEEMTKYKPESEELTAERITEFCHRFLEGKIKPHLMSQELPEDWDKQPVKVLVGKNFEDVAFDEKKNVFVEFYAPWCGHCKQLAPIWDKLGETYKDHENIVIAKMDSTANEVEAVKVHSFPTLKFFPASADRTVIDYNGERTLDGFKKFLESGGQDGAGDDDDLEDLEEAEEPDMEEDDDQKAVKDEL
HIF-2a inh = HIF-2a inhibition. 786-0 RCC cells HIF-2a reporter, luciferase luminescence, overnight. inhibition, % at 18.8 µM. 0.72% of 360,000 active;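 active = inhibition of the luminescence signal of 40% or more relative to plate controls, in a single-dose primary screen at 18.75 µM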
CaV13 ICDI inh = Primary screen for inhibitors of IQ motif and Ca2+-dependent inactivation inhibitor domain binding in CACNA1D, Förster resonance energy transfer in living cells, …. inhibition, % at 12.3 µM. 0.098% of 340,000 active. HEK cells, CFP/YFP FRET ICDI-IQ, plate reader, 10 min; percent FRET-ratio fall versus neutral wells;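 active = mean replicate inhibition of at least 30% and at least 1% of replicates passing that level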;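 also: 0% = median of the neutral control wells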
TRPM1 prom inh = MITF TRPM1 promoter inhibition in SK-MEL-5 cells | 0.83% of 330,000 active | AID 488899 | inhibition, % at 12.5 µM | SK-MEL-5 TRPM1 promoter luciferase, 24 h;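 active = mean inhibition across replicates of 60% or more, whatever share of single replicates reaches that level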; also: values of inactives mirror those of a sister screen read the other way
NR2E3 ag-2 = activates human NR2E3 receptor; 0.35% of 360,000 active; CHO-S Gal4-NCOR/VP16-NR2E3 two-hybrid, luciferase; AID 602229; Q9Y5X4; inhibition of corepressor binding, % at 3.98 µM;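 active = inhibition above the mean of all tested compounds plus 3 SD, cut at about 70% in these data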;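 also: 0% = DMSO with NR2E3 transfected cells and 100% = cells lacking NR2E3 construct; higher means lower luciferase signal from less NR2E3 corepressor binding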
Active calls of the source: *; x = no result given.

Preview, 2 compounds:
SMILES	NR2E3 ag-1	Shn3 inh set2	Peg3 prom inh	hiPSC survival	m5-HT2A agonist	H9c2 protect	PDI inh	HIF-2a inh	CaV13 ICDI inh	TRPM1 prom inh	NR2E3 ag-2
O=C(O)CCC(=O)N1CC=C(c2ccccc2)CC1	3	7	-8	-0.3	6	-4	-6	-5	-3	-4	-4
Cc1cc(Cl)c(OCCCCN2CCOCC2)c(Br)c1	-3	7	0	6.7	-2	-3	11	-14	-2	0	-4

This part in full, repeating the preview:
SMILES	NR2E3 ag-1	Shn3 inh set2	Peg3 prom inh	hiPSC survival	m5-HT2A agonist	H9c2 protect	PDI inh	HIF-2a inh	CaV13 ICDI inh	TRPM1 prom inh	NR2E3 ag-2
O=C(O)CCC(=O)N1CC=C(c2ccccc2)CC1	3	7	-8	-0.3	6	-4	-6	-5	-3	-4	-4
Cc1cc(Cl)c(OCCCCN2CCOCC2)c(Br)c1	-3	7	0	6.7	-2	-3	11	-14	-2	0	-4
Cc1nc(Nc2nc(CSc3nc4ccccc4[nH]3)cc(=O)[nH]2)nc2ccccc12	-1	78	102*	-0.4	5	44	1	-23	-6	7	32
COc1ccccc1OCCNC(=O)CSC(=S)N1CCCC1	0	-22	-1	0.0	4	3	3	17	-2	2	-4
CCC1=C(OC(=O)N(CC)CC)N2C(=O)OC(=NCCOC)[C@]2(Cc2ccccc2)[C@H]2C1=CC[C@H]1C(=O)N(C)C(=O)[C@H]12	-2	-6	-1	-1.2	1	-2	3	-9	-4	7	-16
COc1ccc(CNC(=S)NCc2ccc(F)cc2)cc1	2	-1	14	-0.5	-1	-1	-5	4	-2	-10	-36
O=C(NCc1cccc(F)c1)Nc1nnc([C@H]2C[C@H](O)[C@@H](CO)O2)s1	x	19	12	0.4	4	6	-6	7	-6	x	8
CC(Oc1ccc(Br)cc1)C(=O)Nc1cc(S(=O)(=O)N2CCOCC2)ccc1N1CCCC1 (configuration not stated)	-2	18	26	-0.2	3	-2	1	25	-12	-1	16
COc1ccc(OC)c(NC(=O)C2CCN(C(=O)c3cccs3)CC2)c1	5	14	7	0.9	2	-2	-2	18	-5	-7	-13
CN(Cc1ccccc1)C(=O)CCS(=O)(=O)c1ccc2c(c1)NC(=O)CS2	0	-9	0	0.1	-4	2	1	6	x	0	-22

Record cards (already shown). Screens in order: NR2E3 ag-1, Shn3 inh set2, Peg3 prom inh, hiPSC survival, m5-HT2A agonist, H9c2 protect, PDI inh, HIF-2a inh, CaV13 ICDI inh, TRPM1 prom inh, NR2E3 ag-2
Cc1cc(Cl)c(OCCCCN2CCOCC2)c(Br)c1 is listed with -3, 7, 0, 6.7, -2, -3, 11, -14, -2, 0, -4
CCC1=C(OC(=O)N(CC)CC)N2C(=O)OC(=NCCOC)[C@]2(Cc2ccccc2)[C@H]2C1=CC[C@H]1C(=O)N(C)C(=O)[C@H]12 is listed with -2, -6, -1, -1.2, 1, -2, 3, -9, -4, 7, -16
Cc1nc(Nc2nc(CSc3nc4ccccc4[nH]3)cc(=O)[nH]2)nc2ccccc12 is listed with -1, 78, 102*, -0.4, 5, 44, 1, -23, -6, 7, 32
O=C(O)CCC(=O)N1CC=C(c2ccccc2)CC1 is listed with 3, 7, -8, -0.3, 6, -4, -6, -5, -3, -4, -4

(next part)
SMILES	NR2E3 ag-1	Shn3 inh set2	Peg3 prom inh	hiPSC survival	m5-HT2A agonist	H9c2 protect	PDI inh	HIF-2a inh	CaV13 ICDI inh	TRPM1 prom inh	NR2E3 ag-2
COc1cc(NS(=O)(=O)c2ccc(NC(=S)NC(=O)c3ccc(F)cc3)cc2)nc(OC)n1	-2	6	12	-0.1	10	2	-1	9	-4	0	-40
COc1cccc(CNS(=O)(=O)c2ccc(S(=O)(=O)N3CCCC3)cc2)c1	2	13	8	0.7	1	-5	1	-1	-6	3	-1
CC(Sc1nnc(CNC(=O)c2ccco2)n1C)C(=O)Nc1nccs1 (configuration not stated)	-3	9	5	-0.5	-2	1	3	8	-3	-14	9
O=C(Nc1ccc(F)cc1)C(c1ccccc1)N1CCN(CC(=O)N2CCOCC2)CC1 (configuration not stated)	2	-21	-20	-0.3	9	4	1	-47	-2	-9	13
Cc1cc(C(F)F)nn1CC(=O)N1CCSCC1	-1	17	12	-0.6	4	16	11	24	-5	-12	-1
COc1ccccc1NC(=O)c1ccc(-c2ccc(Br)cc2)o1	5	-15	-58	-0.7	31*	2	0	-152	-2	-1	-14
COc1cc(NC(=O)c2cc3c(=O)n(C)c4ccccc4c3n2C)cc(OC)c1OC	5	16	-3	0.7	0	1	x	-9	-2	-6	-16
COc1cccc(CN2CCC2(C)C(=O)Nc2cnc3ccccc3c2)c1F (configuration not stated)	x	13	42	0.1	-1	27	-5	-12	-4	x	-27
CN(CC(=O)N1CC(=O)N(CCc2ccccc2)C(=O)C1)S(=O)(=O)c1cccc2nsnc12	0	18	1	0.5	3	2	2	11	-6	11	-18
COCCN(CC(=O)Nc1ccccc1C(F)(F)F)C(=O)c1ccc(-n2cccn2)cc1	2	3	3	1.7	-3	5	3	-6	-6	-4	-9
CCC(C)(C(=O)NC1CCCC1)N(C(=O)CNC(C)=O)c1ccc(C)cc1 (configuration not stated)	5	2	9	-1.6	-2	-14	-1	11	-2	-13	-28
S=C(NCCc1ccccc1)Nc1cnc2ccccc2c1	2	-42	-252	-0.7	-8	-11	0	-284	-3	-58	-114
O=C(CC1SCCNC1=O)Nc1cccc(C(F)(F)F)c1 (configuration not stated)	1	-28	2	-1.8	5	5	0	-26	-4	-24	-8
CCC(C)(C)n1nnnc1C(c1cc2cc3c(cc2[nH]c1=O)OCO3)N1CCCCC1 (configuration not stated)	0	-7	20	-1.3	4	3	9	8	-8	-11	-11
O=[N+]([O-])c1ccc(S(=O)(=O)Nc2ccc(-c3ccc(N4CCOCC4)nn3)cc2)cc1	-1	-9	-38	-0.5	-9	5	-11	-70	-4	-13	-26
CC(C)C(=O)Nc1nnc(S(=O)(=O)N2CCCc3ccccc32)s1	2	4	12	-0.8	-1	-13	-11	9	-9	x	-37
CCOC(=O)Cn1nc(-c2ccccc2)c2ccccc2c1=O	-6	-8	-1	-1.8	-2	6	-5	-20	-8	-5	-10
Cc1nc(-c2nc(CC(=O)NNC(=O)c3ccc(Cl)cc3)cs2)cs1	-1	0	2	-0.3	3	1	-1	10	-5	18	7
COc1cc(NC(=O)[C@H]2CCCN2S(=O)(=O)c2cccc3cccnc23)cc(OC)c1OC	2	9	7	-0.8	3	-2	-8	7	-10	13	3
CCOc1ccc(NC(=O)CSc2nnc(C)n2CCCOC)cc1	-4	13	-9	-0.3	-2	5	9	10	-8	-8	-3

A portion taken from the entries so far, as a working copy:
SMILES	NR2E3 ag-1	Shn3 inh set2	Peg3 prom inh	hiPSC survival	m5-HT2A agonist	H9c2 protect	PDI inh	HIF-2a inh	CaV13 ICDI inh	TRPM1 prom inh	NR2E3 ag-2
O=[N+]([O-])c1ccc(S(=O)(=O)Nc2ccc(-c3ccc(N4CCOCC4)nn3)cc2)cc1	-1	-9	-38	-0.5	-9	5	-11	-70	-4	-13	-26
CC(C)C(=O)Nc1nnc(S(=O)(=O)N2CCCc3ccccc32)s1	2	4	12	-0.8	-1	-13	-11	9	-9	x	-37
CCOC(=O)Cn1nc(-c2ccccc2)c2ccccc2c1=O	-6	-8	-1	-1.8	-2	6	-5	-20	-8	-5	-10
Cc1nc(-c2nc(CC(=O)NNC(=O)c3ccc(Cl)cc3)cs2)cs1	-1	0	2	-0.3	3	1	-1	10	-5	18	7
COc1cc(NC(=O)[C@H]2CCCN2S(=O)(=O)c2cccc3cccnc23)cc(OC)c1OC	2	9	7	-0.8	3	-2	-8	7	-10	13	3
CCOc1ccc(NC(=O)CSc2nnc(C)n2CCCOC)cc1	-4	13	-9	-0.3	-2	5	9	10	-8	-8	-3

The list continues.
SMILES	NR2E3 ag-1	Shn3 inh set2	Peg3 prom inh	hiPSC survival	m5-HT2A agonist	H9c2 protect	PDI inh	HIF-2a inh	CaV13 ICDI inh	TRPM1 prom inh	NR2E3 ag-2
COc1cc(CN2C[C@@H](CO)O[C@@H](n3cnc4c(NCCN(C)C)ncnc43)C2)cc(OC)c1OC	x	-23	2	7.3	2	7	-2	3	-12	x	8
CCOC(=O)C1(CCCc2ccccc2)CCN(C(=O)CSC)CC1	3	4	14	0.6	4	-1	5	-8	-21	-5	-7
Cc1ccc(C)c(NC(=O)CSc2c(C)n[nH]c2C)c1	4	-10	-3	3.2	-2	3	0	4	4	5	-28
O=C(NNC(=O)c1ccccc1Br)c1ccc(Cl)cc1	-1	-15	-35	1.6	-6	4	-6	-87	-8	-14	-16
COc1cc(S(=O)(=O)N(Cc2cccnc2)Cc2cccc(OC)c2OC)ccc1-n1cnnn1	2	5	12	-0.2	0	6	-4	6	-2	8	-16
CC(=O)Nc1cccc(NC(=O)CSc2nc(C)c(C)c(C)c2C#N)c1	-1	24	-7	3.7	4	-2	0	12	-5	38	4
Cc1onc(-c2ccccc2)c1C(=O)Nc1cccc(C#N)c1	4	-49	-2	0.8	7	1	-12	-1	6	-13	-13
COc1cc(C=Cc2nnc3c4ccccc4cnn23)cc(OC)c1OC	x	9	-29	-2.5	-3	19	3	-43	-17	x	-6
O=C(COc1ccccc1)Nc1cccc(-c2nc3ccccc3[nH]2)c1	1	-11	-7	3.3	-6	-2	-7	-111	-5	-12	-31
Cc1onc(-c2ccccc2Cl)c1C(=O)Nc1ccc(S(=O)(=O)NCC2CCCO2)cc1 (configuration not stated)	4	6	23	-2.9	-1	10	-6	-3	-9	1	14
Nn1cnc2scc(-c3ccco3)c2c1=O	-2	8	-54	-0.5	0	1	-1	-36	-2	11	-34
CCCC(=O)Nc1cccc(NC(=O)c2ccccc2Br)c1	-4	1	6	-1.5	2	3	0	-6	-4	6	-4
c1cc(-c2nsc(-c3ccncc3)n2)ccn1	-3	1	-42	0.7	-1	-6	4	-38	-2	-3	-29
O=C(CC(O)(c1ccccc1)c1ccccc1)Nc1ccccn1	x	-5	12	1.9	-3	8	3	7	-7	-3	-10
O=C(CCC(=O)OCC(=O)c1cccc([N+](=O)[O-])c1)Nc1ccccc1Cl	2	-22	6	2.3	-5	8	-4	20	-4	-7	-11
COC(=O)C1=CN(C(C)C)C=C(C(=O)OC)C1c1cc(Br)c(OC)c(OC)c1	1	-4	12	0.9	-1	-4	-7	-4	x	9	11
CCOc1ccccc1NC(=O)/C=C/c1ccc(S(=O)(=O)N2CCOCC2)cc1	x	18	1	-0.5	3	-4	0	-2	-6	9	4
CCCN(CC1CC1)C(=O)CSc1ncnc2sc(C)c(C)c12	1	28	28	-2.5	3	-4	-10	6	-7	5	-33
O=S1(=O)CC(N2CCC(Cc3ccccc3)CC2)CN1CCc1ccccc1 (configuration not stated)	x	9	15	-0.5	-2	-6	x	5	x	x	20
CC(C)(C)c1ccc(C2=CC(c3ccccc3)n3ncnc3N2)cc1 (configuration not stated)	1	10	-91	2.3	1	-26	-6	-163	x	-38	0
Cn1cnnc1SCC(=O)c1ccc2c(c1)OCO2	2	-4	-12	22*	2	11	0	-7	x	2	-23
